PLCg1 inh = PLC-gamma1 (human) inhibition, primary screen | P19174 | purified PLC-gamma1, fluorogenic substrate, fluorescence | inhibition, % at 12.2 µM | hit rate 0.84% among 370,000; in the data active = inhibition above about 9.5%
ssDAF12 agonist = activates DAF-12 receptor from parasite S. stercoralis. activation, % at 6.8 µM. hit rate 1% among 370,000. HEK293 ssDAF-12/GRIP1 lit1-tk-luc reporter, luminescence; % of 3 µM dafachronic acid response;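 active = activation above the mean over all tested compounds plus 3 SD, cut at about 0.9% in these data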;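 also: 0% = DMSO-only wells and 100% = 3 µM delta7-dafachronic acid wells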
ADAM10 inh = inhibitors of human ADAM10. O14672. recombinant ADAM10, EDANS/DABCYL FRET peptide cleavage, 3 h. inhibition, % at 7 µM. hit rate 0.62% among 370,000;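 active = inhibition above a per-campaign cutoff equal to the mean of compounds falling between control-based bounds plus 3 SD, cut at about 20% in these data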;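 also: 0% = DMSO wells while the 100% control is not disclosed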
DAX1 inh-1 = inhibitors of DAX1 repression of SF-1 activated StAR promoter | HEK293T StAR-luciferase reporter, SF-1/DAX-1 repression relief | inhibition, % at 6.8 µM | hit rate 1.1% among 370,000 | AID 652010;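 active = inhibition above the mean over all tested compounds plus 3 SD, cut at about 3.6% in these data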;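 also: 0% = DAX-1 cells with DMSO and 100% = cells lacking DAX-1 with DMSO; higher inhibition means more luminescence from relief of DAX-1 repression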
DAX1 inh-2 = inhibitors of human orphan nuclear receptor DAX1 (NR0B1); P51843; HEK293 Gal4-DAX1 luciferase reporter, luminescence; inhibition, % at 6.75 µM; hit rate 0.99% among 340,000; AID 504766;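 active = inhibition above the mean over all tested compounds plus 3 SD, cut at about 4.2% in these data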;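 also: 0% = DAX1-transfected cells with DMSO and 100% = empty-vector control cells with DMSO; inhibition shows as a rise in luminescence from relieved DAX1 repression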
Target sequence (P51843 207-470 limits assumed): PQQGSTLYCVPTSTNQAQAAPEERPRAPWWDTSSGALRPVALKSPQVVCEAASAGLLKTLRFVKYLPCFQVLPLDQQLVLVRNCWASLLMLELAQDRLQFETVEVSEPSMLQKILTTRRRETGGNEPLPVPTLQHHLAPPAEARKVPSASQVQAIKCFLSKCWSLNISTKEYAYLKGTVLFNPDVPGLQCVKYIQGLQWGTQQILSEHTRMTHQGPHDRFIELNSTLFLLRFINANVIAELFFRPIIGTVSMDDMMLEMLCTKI
FXN GAA850 act = activators of GAA850 frataxin (FXN) promoter | HEK293 lucGAA850 FXN promoter luciferase reporter, 24 h; percent of 10 µM SAHA response | activation, % at 6 µM | hit rate 0.56% among 360,000 | AID 540364;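 active = activation above the average of all compounds screened plus 3 SD, cutoff fixed separately per campaign, cut at about 7.5% in these data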;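 also: 0% = DMSO wells and 100% = 10 µM SAHA wells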
ADAM17 inh = inhibitors of human ADAM17. P78536. recombinant ADAM17, EDANS/DABCYL FRET peptide cleavage. AID 720648. inhibition, % at 6.95 µM. hit rate 0.83% among 370,000;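 active = inhibition above the mean of compounds lying between control limits plus 3 SD, set per campaign, cut at about 8.5% in these data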;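 also: 0% = DMSO-only wells as the low control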
Target sequence (P78536 215-824 limits assumed): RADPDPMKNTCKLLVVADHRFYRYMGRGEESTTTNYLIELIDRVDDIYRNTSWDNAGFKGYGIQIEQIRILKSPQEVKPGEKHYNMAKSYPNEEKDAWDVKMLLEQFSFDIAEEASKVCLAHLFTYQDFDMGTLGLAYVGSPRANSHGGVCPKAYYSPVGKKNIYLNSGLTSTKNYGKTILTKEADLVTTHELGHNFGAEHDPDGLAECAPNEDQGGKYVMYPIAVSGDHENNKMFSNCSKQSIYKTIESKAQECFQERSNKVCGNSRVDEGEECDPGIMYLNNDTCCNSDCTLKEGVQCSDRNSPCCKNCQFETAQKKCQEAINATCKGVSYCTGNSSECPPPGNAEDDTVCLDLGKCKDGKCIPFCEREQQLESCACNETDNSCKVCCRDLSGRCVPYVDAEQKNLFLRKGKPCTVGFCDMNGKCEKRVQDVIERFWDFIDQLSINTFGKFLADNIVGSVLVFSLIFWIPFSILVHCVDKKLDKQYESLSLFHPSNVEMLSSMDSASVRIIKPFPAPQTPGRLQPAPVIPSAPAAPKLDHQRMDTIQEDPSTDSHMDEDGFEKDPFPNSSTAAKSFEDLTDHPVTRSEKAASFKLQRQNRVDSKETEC
hgDAF12 agonist = activates the H. glycines DAF-12 receptor ligand-binding domain. hit rate 1.8% among 370,000. HEK293 GAL4-hgDAF12 UAS-luciferase reporter, agonist luminescence; normalized to butyrate control. activation, % at 6.8 µM;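 active = activation above a cutoff set at the mean of all screened compounds plus 3 SD, cut at about 10% in these data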;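 also: 0% = DMSO wells and 100% = sodium butyrate wells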
sPLA2-III inh = Blocks human group III sPLA2 activity. Q9NZ20. QFRET BODIPY PC-A2 liposome hydrolysis, fluorescence. inhibition, % at 12.2 µM. hit rate 0.56% among 370,000;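 active = inhibition above mean plus 3 SD of compounds lying within the high and low control bounds, cut at about 19% in these data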;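 also: 0% = median of test compound wells and 100% = no enzyme DMSO wells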
PLC-beta3 inh = inhibitors of human phospholipase C beta3 | Q01970 | Purified PLC-beta3, fluorogenic substrate, fluorescence | inhibition, % at 12.2 µM | hit rate 0.18% among 370,000 | AID 720704; in the data active = inhibition above about 11%;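 also: 0% = median of compound wells on plate and 100% = full blocker control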
hcDAF-12 act = activators of H. contortus DAF-12 nuclear receptor | AID 652067 | activation, % at 6.8 µM | hit rate 1.4% among 370,000 | HEK293 hcDAF-12 lit1-tk-luc reporter, luminescence; 0% DMSO, 100% Δ7-dafachronic acid;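 active = activation above the mean of all tested compounds plus 3 SD, cut at about 5.5% in these data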;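 also: 100% = response to 3 µM Δ7-dafachronic acid high control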
* = called active by the depositor; i = inactive; . = no result given.

Screens in order: hgDAF12 agonist | DAX1 inh-2 | DAX1 inh-1 | ssDAF12 agonist | ADAM17 inh | sPLA2-III inh | PLC-beta3 inh | ADAM10 inh | PLCg1 inh | FXN GAA850 act | hcDAF-12 act
C=CCN1[C@@H](CC(C)C)COc2cccc(NCCCN3CCOCC3)c2S1(=O)=O
    -2.7 | . | -0.1 | -1.6 | -4 | -7 | 0 | -9 | -1 | . | -0.1
CCCCCCCNC(=O)C1(CC2CC(c3cccc(Br)c3)=NO2)CCNCC1 (configuration not stated)
    0.2 | -0.1 | -0.2 | -0.7 | -1 | -14 | 1 | 6 | 1 | 0.0 | 2.3
COc1ccc(NC(=O)CS(=O)(=O)c2ccccc2Cl)cc1
    1.4 | 1.5 | -0.1 | -0.7 | -3 | 2 | -6 | -12 | 2 | 0.8 | 0.6
O=C(Nn1c(SCc2ccc(F)cc2)nc2ccsc2c1=O)c1ccccc1
    3.4 | 2.5 | 0.4 | -0.7 | 5 | -23 | -5 | 12 | 0 | 3.9 | 1.2
COc1ccc(NC(=O)C2C3C=CC(O3)C2C(=O)O)cc1 (configuration not stated)
    -1.6 | -0.2 | 0.1 | -1.6 | -8 | 4 | -6 | -9 | 0 | -3.1 | 1.3
COc1ccc(Oc2c(-c3cccs3)cnn(-c3ccc(C)cc3)c2=O)cc1
    -2.5 | . | . | -0.9 | -3 | -2 | -3 | -8 | -4 | . | -2.5
COCCCNC(=O)C[C@H]1C[C@H](C(=O)N2CCOCC2)[C@@]2(CCC3CCCC3)c3[nH]c4ccc(Cl)cc4c3CCN2C1=O
    0.6 | 1.5 | 2.5 | -0.9 | 1 | 0 | 0 | 0 | 4 | -0.4 | 1.4
Cc1ccc(C(=O)N/N=C/C=C/c2ccccc2)o1
    6.9 | 0.4 | 0.3 | -0.8 | 1 | -1 | 3 | -4 | 3 | -1.4 | 0.5
COCCNC(=O)C(c1ccncc1)N(C(=O)c1sc(C)nc1C)c1cccc(C)c1 (configuration not stated)
    -0.9 | 0.2 | 0.5 | -1.2 | -1 | -1 | 2 | 3 | 1 | 1.9 | 0.1
Cc1ccc(CNC(=O)C(=O)NCC2OCCN2C(=O)c2ccc3c(c2)OCO3)cc1 (configuration not stated)
    -0.7 | -1.1 | -0.4 | -0.8 | -2 | -6 | -6 | 3 | -1 | 0.6 | -2.2
CCc1cccc(Nc2cc(C)n(-c3cccc(CC)c3)c(=O)c2)c1
    3.6 | . | 1.1 | -0.8 | -3 | -8 | -32 | -10 | -25 | . | -1.5
CCOc1cc(C(=S)N2CCOCC2)ccc1OS(=O)(=O)c1ccc(C)cc1
    -0.8 | -2.0 | -0.6 | -0.5 | -1 | 12 | -6 | 4 | 1 | 2.7 | -2.8
COC(=O)c1ccccc1NC(=O)CN(C)S(=O)(=O)c1ccc(OC)cc1
    1.2 | -0.4 | -0.6 | -1.1 | 2 | 2 | 4 | 1 | 3 | -0.8 | -0.6
O=C(NCc1nc2ccccc2[nH]1)C1=C[C@H](C2CCCCC2)C[C@H](OCCCCO)O1
    -3.4 | -2.0 | 0.0 | -1.5 | 8 | -34 | -3 | 12 | -1 | 0.2 | -2.1
COc1ccc(C(=O)N=c2sccn2C)cc1
    4.6 | 1.6 | 2.0 | -0.1 | -4 | 5 | -11 | -5 | -5 | 2.5 | 1.8
CCOC(=O)c1sc(NC(=O)c2ccc(S(=O)(=O)N3CCOCC3)cc2)nc1-c1ccccc1
    2.5 | 1.1 | -0.1 | -0.2 | -3 | 6 | -3 | -3 | -6 | 1.8 | 0.1
CCCn1c2ccc(F)cc2c2nnc(SCCN3CCCCC3)nc21
    1.3 | 0.1 | 0.1 | 0.0 | 0 | -8 | -7 | 9 | 3 | 4.1 | 1.9
CCCCN(C(=O)NC(=O)Nc1cccc(C)c1C)S(C)(=O)=O
    0.1 | -0.2 | 0.2 | -1.4 | 3 | -5 | -9 | 3 | 5 | -0.9 | -2.1
COCCNC(=O)/C=C/c1c(Cl)cccc1Cl
    -0.9 | -0.5 | 0.3 | -1.3 | 1 | 3 | 2 | 1 | 1 | 0.1 | -1.9
CCCC(=O)Nc1cccc2c1CCCC2
    2.5 | 0.8 | 0.1 | -1.8 | 0 | -3 | 8 | 12 | 5 | -0.6 | -1.3
CC(=O)Oc1ccccc1N(C(C)=O)S(=O)(=O)c1ccc2ccccc2c1
    -2.1 | -0.1 | 0.1 | -1.4 | -4 | -1 | -2 | 2 | 1 | 3.4 | -3.1
CC(C)(C)c1ccc(NC(=O)c2ccsc2)cc1
    17* | . | 3.0 | 1.0* | 3 | -3 | 0 | 11 | 5 | 4.2 | 6.5*
COc1ccc(CNC(=O)CSc2nnc3nc(C)cc(C)n23)cc1OC
    -0.2 | 0.2 | 1.0 | -1.9 | -1 | 9 | -11 | -9 | -6 | -0.1 | -1.9
COC(=O)/C=C1\OCc2cc(OC)c(OC)cc21
    -1.6 | . | 0.3 | -1.5 | 0 | 9 | 6 | -6 | 4 | . | 0.0
Cn1c(=O)n(Cc2ccccc2F)c(=O)c2c1nc1n2CCN1Cc1ccco1
    0.8 | -0.8 | -1.1 | -1.4 | -4 | 1 | 0 | 9 | 2 | -0.3 | -0.5
O=c1c(Cc2ccc(F)cc2)c(O)ccn1CCc1cnc[nH]1
    3.4 | 0.4 | 1.3 | -1.8 | 3 | 1 | 9 | 6 | 1 | 0.1 | -0.9
c1ccc2cc(CCO[C@H]3CCCCO3)ncc2c1
    6.3 | 0.8 | 1.8 | -0.4 | -6 | 3 | -1 | 1 | 5 | 1.1 | 2.1
O=C(NCCC1CCCCN1S(=O)(=O)c1ccccc1)C(=O)NCc1ccccc1 (configuration not stated)
    0.4 | -0.8 | 0.6 | -1.2 | -5 | 5 | -4 | -4 | 1 | 1.3 | -1.0
CC1CCCCC1NC(=O)CCc1nc2sc3c(c2c(=O)[nH]1)CCCC3 (configuration not stated)
    -0.8 | -0.4 | 0.1 | -1.2 | -4 | -3 | -14 | -4 | -9 | 1.6 | -1.3
CC1(C)CC(NC(=S)Nc2ccc(S(N)(=O)=O)cc2)CC(C)(C)N1
    1.8 | -0.1 | -0.1 | -1.0 | -3 | -2 | -1 | -3 | 1 | 2.0 | 1.8
CCOC(=O)Cc1csc(SC(C)C(=O)NC2CCCCC2C)n1 (configuration not stated)
    -1.8 | 0.3 | -0.1 | -0.6 | -3 | -1 | 1 | 1 | 0 | 1.2 | -0.7
COc1ccc(Cc2nc3ccc(S(=O)(=O)N4CCOCC4)cc3[nH]2)cc1OC
    -3.7 | -1.2 | -1.7 | -1.8 | -9 | -3 | -21 | -12 | -11 | 0.1 | -3.2
O=C(NN1c2ccccc2CCc2ccccc21)c1ccccc1Br
    -2.6 | 1.3 | -1.3 | -1.2 | -4 | -5 | 1 | -5 | -1 | -1.6 | -1.8
O=C(CN1C(=O)c2cccc3cccc1c23)N1CCN(Cc2ccc3c(c2)OCO3)CC1
    -3.0 | -0.1 | -1.5 | -1.8 | -19 | -7 | -404 | -49 | -327 | -1.3 | -1.9
CCOC(OCC)c1nc(N)[nH]c(=O)c1CCCCc1ccccc1
    -0.1 | -0.9 | -0.3 | -1.8 | -4 | 3 | 3 | -13 | 7 | -0.6 | -2.0
CCOC(=O)N1CCC(N2C(=O)c3ccccc3C2Nc2ccc3c(c2)OCCO3)CC1 (configuration not stated)
    -12 | -2.5 | -3.4 | -2.6 | 1 | 1 | -3 | -13 | 1 | -7.6 | -6.0
Cc1nc2sc(C(=O)NC3CC3)c(N)c2c(C)c1Cl
    7.9 | . | 0.8 | 0.9* | -9 | 0 | i | -34 | -389 | . | 3.9
CCOC(=O)Nc1ccc(S(=O)(=O)Nc2cc(C)nc(C)n2)cc1
    1.5 | -0.1 | 0.7 | -0.8 | -3 | -2 | -1 | 4 | 1 | 0.8 | 0.2
Cc1onc(-c2ccc(Cl)cc2Cl)c1C(=O)/C=C/N(C)C
    -0.4 | 0.8 | 0.0 | -2.2 | 2 | -18 | -31 | -3 | -27 | 0.2 | -1.5
O=C(CSc1nccc(-c2ccc(Br)cc2)n1)NCCc1ccccc1
    -0.1 | -0.2 | 0.0 | -1.5 | 0 | -5 | 3 | 0 | 3 | 1.1 | -3.2
NC(=O)c1cnn(-c2cc(Oc3ccccc3)ncn2)c1N
    8.9 | 2.2 | 3.7* | 0.2 | -2 | 4 | 2 | -5 | -2 | 7.3 | 2.2
O=C(CSc1nnc(-c2ccccc2)o1)N1CCN(c2ccccc2)CC1
    0.8 | -0.3 | -1.0 | -0.8 | -3 | -3 | 1 | -7 | 0 | 0.0 | -0.3
O=C(Nc1ccc(Cc2ccncc2)cc1)c1cc(F)c(F)cc1Cl
    0.1 | 1.1 | -1.7 | -1.9 | -5 | 4 | -6 | -2 | -1 | 0.2 | 0.1
O=C(Nc1ccc(Br)cc1)N1CCCCC1
    9.3 | 0.5 | 1.3 | -0.7 | -19 | 2 | 1 | 3 | 8 | 0.9 | 0.5
Cc1ccc(S(=O)(=O)NCCSCc2ccccc2)cc1
    2.2 | 0.4 | 0.7 | -1.2 | 3 | -19 | -5 | 11 | -2 | 1.5 | -0.2
CCOC(=O)N1C2C=C(C)[C@@H]2[C@@H]2CC(=O)N21 (some centres not stated)
    -0.3 | -1.3 | -0.6 | -1.0 | -2 | 12 | -2 | -4 | -1 | -0.6 | 1.1
CCOC(=O)CN1C(=O)NC2NC(=O)NC21 (configuration not stated)
    -0.3 | 0.1 | 0.3 | -1.0 | -6 | 3 | 1 | 0 | -2 | -0.8 | -2.6
COC(=O)C[C@H]1c2cc(C(F)(F)F)ccc2S(=O)(=O)N1C(C)(C)C
    -0.6 | -0.2 | -0.2 | -0.9 | -2 | -2 | 2 | -10 | 1 | 3.3 | -0.7
O=C(COC(=O)c1cccc(S(=O)(=O)Nc2ccc(F)cc2)c1)NCCN1C(=O)CSC1=O
    2.7 | -0.4 | 0.5 | -0.8 | -1 | -19 | -3 | -1 | 4 | 0.4 | -1.6
Cc1ccccc1NC(=S)N1CCCC(c2nc3ccccc3[nH]2)C1 (configuration not stated)
    0.0 | 0.8 | -0.2 | -0.9 | -1 | 2 | -1 | -5 | 1 | 1.1 | -1.0
COC(=O)c1ccc(C(=O)N(C)C2CCCN(Cc3ccccc3F)C2)cc1 (configuration not stated)
    -0.6 | -2.4 | -0.3 | -1.4 | -1 | -2 | -2 | -3 | -12 | 0.3 | 0.1
O=C(O)/C=C/C(=O)NNc1ccc([N+](=O)[O-])cc1
    0.3 | -0.3 | -0.1 | -1.2 | -2 | -1 | -1 | -5 | 1 | 0.9 | -0.9
CC(=O)Nc1cccc(OC(=O)COc2ccc(Br)cc2)c1
    0.9 | -0.9 | -0.6 | -1.8 | 0 | 1 | -2 | -1 | 0 | 1.3 | 1.2

Screening data from PubChem BioAssay.

No enrichment for hits. Share with any hit: about 6.9%.
